F-actin modifier: cytoskeleton assembly modification; HUVEC TNFa F-actin phalloidin imaging, high content; inhibition, % at 2 µM; 0.18% of 91,000 active; AID 836;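 active = inhibition above the batch mean plus 3 SD and confirmed as a hit by visual image inspection, cut at about 30% in these data, passing the limit was not always enough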; also: strong numbers were not always called active
VCAM1 TNFa inh: reduces TNF alpha induced VCAM1 expression in HUVEC. AID 802. inhibition, % at 2 µM. 0.48% of 95,000 active. HUVEC TNFa-induced VCAM-1 immunofluorescence, high-content imaging;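 active = inhibition above the batch mean plus 3 SD, with images confirmed as a hit by eye, cut at about 37% in these data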;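 also: 0% = TNF-stimulated DMSO wells and 100% = unstimulated control wells; not every result past the cut was called active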
Ecoli WT expand: blocks growth of wild type E. coli BW25113 | OD600 absorbance | growth inhibition, % at 100 µM | 0.15% of 98,000 active;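 active = growth inhibition above about 50% at one test dose, limit read from the data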;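 also: growth measured after 20 h incubation at 37 °C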
DAT uptake mod: modulates human dopamine transporter uptake under cocaine; LLC-PK1 hDAT cells, [14C]-dopamine uptake with cocaine IC80; actives deviate in either direction; B-score at 10 µM; 1.3% of 110,000 active;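 active = Z score or B-score, a plate-position-corrected score, falls beyond the plate's 99.7% confidence bounds, in either direction; inactive = both scores lie inside the 99.7% bounds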;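 also: scored against the spread of the other compound wells on the same plate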
Target sequence (Q01959 whole entry, looked up): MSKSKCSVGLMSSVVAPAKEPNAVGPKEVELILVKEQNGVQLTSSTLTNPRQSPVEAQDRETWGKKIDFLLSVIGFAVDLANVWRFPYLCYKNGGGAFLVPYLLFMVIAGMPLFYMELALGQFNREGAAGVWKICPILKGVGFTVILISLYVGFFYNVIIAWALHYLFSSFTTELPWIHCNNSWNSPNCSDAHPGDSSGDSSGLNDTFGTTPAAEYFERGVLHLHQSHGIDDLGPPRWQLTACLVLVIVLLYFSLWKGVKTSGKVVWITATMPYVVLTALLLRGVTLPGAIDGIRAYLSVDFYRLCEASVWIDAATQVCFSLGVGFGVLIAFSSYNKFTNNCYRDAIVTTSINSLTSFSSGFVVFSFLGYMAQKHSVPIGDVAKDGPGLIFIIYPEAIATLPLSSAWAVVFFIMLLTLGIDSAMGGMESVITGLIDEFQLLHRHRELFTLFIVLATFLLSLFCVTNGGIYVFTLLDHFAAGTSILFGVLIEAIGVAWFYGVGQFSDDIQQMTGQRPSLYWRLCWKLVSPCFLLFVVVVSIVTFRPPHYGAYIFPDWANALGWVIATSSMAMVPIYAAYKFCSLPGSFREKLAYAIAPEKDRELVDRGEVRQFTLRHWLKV
PLK1 inh: blocks human PLK1 kinase activity; P53350; recombinant PLK1 kinase, TR-FRET peptide phosphorylation; inhibition, % at 10 µM; 0.53% of 97,000 active; AID 619;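 active = inhibition of 50% or more in the single-concentration screen; inactive = inhibition below 50%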;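 also: 0% = DMSO max control and 100% = H-89 dihydrochloride min control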
PLK1 PBD inh: inhibitors of human Plk1 polo box domain binding; AID 693; Plk1 PBD phosphopeptide binding, fluorescence polarization; 0.13% of 97,000 active; P53350; inhibition, %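 (tested at about 20 µM)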; in the data active = inhibition above about 34%, passing the limit was not always enough
HUVEC tox IL1B: HUVEC cytotoxicity counter-screen, IL-1B stimulated; AID 845; HUVEC cell count loss, Hoechst imaging; 0.41% of 94,000 active; cell count reduction, % at 2 µM;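 active = cell count reduction more than 3 SD above the screen-wide mean, cut at about 70% in these data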;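 also: normalized per plate to untreated control cells as the no-loss baseline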
TNFa cytotox: toxic to HUVEC cells under TNF alpha stimulation; cell count reduction, % at 2 µM; 0.17% of 93,000 active; HUVEC TNFalpha-stimulated, Hoechst cell count, imaging;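 active = cell count reduction exceeding the screen mean by over 5 SD, scaled to untreated wells per plate, cut at about 78% in these data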;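 also: cells counted after 24 h of TNF alpha exposure following the 1 h pretreatment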
sEH inhibitor: blocks human soluble epoxide hydrolase activity; P34913; recombinant human sEH enzymatic activity assay; inhibition, % at 2 µM; 0.34% of 91,000 active; in the data active = inhibition above about 80%; also: values of inactives mirror those of a sister screen read the other way; many of its hits are not listed in these tables
Numbers without * were called inactive; · = not tested or not shown.

SMILES | F-actin modifier | VCAM1 TNFa inh | Ecoli WT expand | DAT uptake mod | PLK1 inh | PLK1 PBD inh | HUVEC tox IL1B | TNFa cytotox | sEH inhibitor
Cn1c(=O)n(-c2ccccc2)c(=O)c2c3c(sc21)COC(C)(C)C3 | · | · | -1 | -0.49 | -8 | 12 | · | · | -17
Cc1ccc(C)c(N2CC(=O)N(c3cc(C)ccc3C)CC2=O)c1 | · | · | 1 | -0.11 | -13 | 6 | 12 | · | -17
CCNc1nc(NC(C)C)nc(OCCNS(=O)(=O)c2cc(C)ccc2C)n1 | -13 | 3 | 6 | 0.98 | -6 | -7 | 1 | -15 | -2
COc1cc(=O)n2c(n1)SCCC2 | 6 | 20 | -3 | -0.16 | -3 | 11 | -13 | -12 | 12
COc1cc(C2C(C(C)=O)=C(O)C(=O)N2CCN2CCOCC2)ccc1O (stereo unspecified) | -4 | -22 | -4 | -0.034 | -8 | -14 | · | -23 | 3
O=C(NCCN1CCN(C(=O)c2cc3ccccc3oc2=O)CC1)c1cc2ccccc2oc1=O | 14 | -2 | -3 | 0.29 | -10 | -24 | 47 | 5 | 9
Clc1ccc(OCCN2CCCCC2)c(Cl)c1 | 0 | 14 | 13 | 0.092 | 0 | 22 | · | -29 | -3
CCNS(=O)(=O)c1ccc(Br)c(OC)c1 | · | -12 | 7 | -1.2 | 2 | 8 | -1 | -38 | 12
CCOc1cccc2c1OC1(C)CC2NC(=O)N1c1cccc(Cl)c1 (stereo unspecified) | -12 | 17 | 6 | -0.19 | -6 | 15 | -15 | -6 | ·
CC(C)CCNC(=O)CN(Cc1cccs1)C(=O)CCC(=O)Nc1nccs1 | -19 | 1 | 0 | 0.063 | 43 | -9 | -48 | 2 | 4
CC1Cc2ccccc2N1C(=O)CSc1nc(N)cc(=O)[nH]1 (stereo unspecified) | 7 | 1 | -2 | -0.88 | -8 | -23 | -5 | 0 | -13
O=C(Nc1ccc(CN2CCOCC2)cc1)c1cccc(F)c1 | -5 | -16 | 8 | 0.22 | -1 | 22 | 14 | 0 | 11
CCN1CCN(C(c2cccs2)C(C)NC(=O)CC(C)C)CC1 (stereo unspecified) | -10 | -2 | 0 | 0.0024 | 7 | 10 | -2 | 0 | ·
CCN(CC)C(=O)C1CCCN(C/C=C/c2ccccc2)C1 (stereo unspecified) | 9 | 18 | -6 | 0.15 | -11 | -7 | 29 | 63 | ·
O=C(c1ccc(S(=O)(=O)N2CCOCC2)cc1)N(Cc1ccco1)Cc1cccs1 | 37 | · | -4 | -0.97 | -9 | -1 | -36 | · | 11
CC1CCN(c2ccccc2N)CC1 | 24 | 1 | 9 | -1.2 | -10 | 2 | -10 | -2 | 0
COc1cccc(CNC(=O)CCCNS(=O)(=O)c2cccs2)c1 | -9 | -6 | 5 | -0.053 | -1 | 4 | -12 | -10 | 6
O=C(NCC1CCCO1)c1ccc2c(=O)n(CCc3ccccc3)c(=O)[nH]c2c1 (stereo unspecified) | 0 | -17 | -15 | 0.67 | 3 | -29 | -14 | 5 | ·
Cc1ccc(C)c(C(=O)CSc2n[nH]c(C(C)C)n2)c1 | -4 | -4 | 8 | 1 | -17 | -19 | 2 | -22 | -2
COc1ccc(S(=O)(=O)Nc2ccc3c(c2)COC3=O)cc1OC | -8 | 8 | 4 | -0.39 | -2 | -14 | 13 | -28 | 7
Cc1ccc(N2C(=O)CC(Cn3nc(C)cc3C)C2=O)cc1 (stereo unspecified) | 2 | -20 | 4 | 0.099 | -2 | 21 | 0 | -5 | 9
NC(=O)/C(=C/c1ccco1)NC(=O)/C=C/c1ccccc1 | -6 | 1 | 3 | -0.33 | -5 | 0 | -26 | -14 | -1
O=C(NCc1ccccc1)c1cccc(COc2ccc(Cl)cc2)c1 | 23 | -9 | -10 | 0.61 | -2 | 6 | -10 | -4 | 8
CCOC(=O)C1=C(C)Nc2nnnn2C1c1cccc(OC)c1OC (stereo unspecified) | · | · | 3 | 0.3 | 9 | -12 | 5 | · | 5
c1cc(Nc2ncnc3sccc23)cc(-c2nnc3n2CCCCC3)c1 | -6 | 10 | 4 | 2.1 | 5 | -13 | 16 | 2 | -3
COc1ccc(C2CC(c3ccco3)n3ncnc3N2)cc1 (stereo unspecified) | -7 | 10 | 1 | 0.38 | -5 | 4 | -10 | -5 | -6
CCCCOCCCNC(=O)/C=C/c1ccccc1Cl | 20 | 8 | · | -0.62 | -8 | 33 | -16 | -31 | 39
CCOCCCNC(=O)C1CCN(S(=O)(=O)c2ccc(C)cc2)CC1 | -15 | -12 | · | -0.034 | -14 | -6 | 13 | 0 | 27
CCOC(=O)c1c(C)cc(C)n2c1nc1ccccc12 | 2 | -3 | 1 | 0.094 | -10 | 9 | -13 | -5 | 10
CCOC(=O)c1[nH]nc(-c2cc(CC)c(O)cc2O)c1-c1cscn1 | 2 | 23 | -2 | 0.66 | -5 | -12 | 1 | 0 | -8
COC(=O)C1CSC(C(=O)OC)N1C(=O)Nc1ccc(Cl)cc1 (stereo unspecified) | -17 | 4 | 2 | -0.47 | -11 | -4 | 25 | 8 | -12
CCOC(=O)c1c(N=CN(C)C)c(C#N)c2n1CCCC2 | 0 | 9 | · | 0 | -3 | 2 | 22 | -5 | 1
Cc1ccc(Oc2ccccc2/C=C2\SC(=O)N(C)C2=O)cc1 | 10 | -7 | -4 | -0.059 | 4 | -27 | 13 | -22 | 5
Cc1ccc(NC(=O)CSCC(=O)N2CCOCC2)cc1 | -4 | 4 | · | -0.71 | -4 | -12 | -9 | -10 | 0
CC(C)c1ccc(-c2c(C#N)c(N)nc3c2CCCCC3)cc1 | -9 | -2 | 2 | 0.23 | -11 | 14 | 8 | -11 | 8
O=C(CSc1ncn[nH]1)N1N=C2/C(=C/c3ccco3)CCCC2C1c1ccco1 (stereo unspecified) | 2 | -11 | 5 | 1.3 | -7 | 3 | 10 | -8 | 0
COC(=O)COc1ccc2occ(C(C)=O)c2c1 | -8 | -33 | -1 | 0.17 | -1 | 27 | -10 | -20 | -7
CCCCOc1ccc(CSc2nncn2N)cc1 | -20 | 12 | 0 | 0.034 | 6 | -12 | -14 | -18 | 11
Nc1ccc(N2CCN(C(=O)c3cccs3)CC2)cc1 | -5 | 0 | 6 | 0.27 | 4 | 5 | -9 | -6 | -7
N#CCSc1nnc(Nc2ccccc2)s1 | 10 | -2 | 8 | 1 | -14 | -20 | -5 | -22 | -4
N#CCC(=O)N1CCCCCC1 | 14 | -8 | 4 | · | -9 | 1 | -11 | -32 | 7
COc1cccc(CNCc2ccc(SC)cc2)c1OC | 14 | 9 | 5 | -0.43 | -2 | -1 | -29 | 17 | -2
CCC(CC)C(=O)Nc1nnc(-c2cccs2)s1 | -23 | 2 | 2 | -0.24 | -4 | 14 | -27 | -21 | 7
O=C(CCc1ccccc1)Nc1ccc(NC(=O)c2ccco2)nc1 | -4 | 18 | -1 | -1.5 | 3 | 8 | -13 | -40 | 4
CCN1CCN(S(=O)(=O)c2ccc3c(c2)OCCO3)CC1 | · | -15 | -2 | -0.41 | -3 | -8 | -51 | 0 | -1
CCOC(=O)c1sc(NC(=O)CN2CCCC2)c(C(=O)OCC)c1C | -35 | -6 | -2 | · | -12 | -12 | -46 | 8 | 9
Cc1ccc(SCCC(=O)N2CCC(C(N)=O)CC2)cc1 | 17 | -2 | 3 | -0.68 | -3 | -9 | -37 | -19 | 2
O=S1(=O)CC(O)C(NCc2cccnc2)C1 (stereo unspecified) | 1 | -6 | -4 | -0.65 | -10 | -14 | 12 | 7 | -6
O=C1CC(NCc2ccc3c(c2)OCO3)C(=O)N1Cc1ccc2c(c1)OCO2 (stereo unspecified) | -9 | 23 | -9 | -0.19 | -8 | -23 | -57 | -12 | -6
CCC1S/C(=N/N=C/c2cccs2)NC1=O (stereo unspecified) | -6 | 12 | 6 | -0.47 | -9 | -15 | -66 | -2 | 4
O=S(=O)(NCCc1cn2ccccc2n1)c1cccs1 | -11 | 11 | 4 | -0.00076 | -26 | 1 | -32 | -17 | 1
CC(C)(C)N=Cc1cc(-c2ccccc2)sc1O | 23 | 3 | -1 | 1.7 | 0 | 16 | -5 | -25 | 10
CC(C)CC(=O)N1CCN(CC2CC=CCC2)CC1 (stereo unspecified) | -9 | -10 | · | -0.75 | -9 | 2 | 10 | -15 | -9
CCn1c(Sc2ccc(N)cc2Cl)nc2ccccc21 | 9 | -11 | 11 | 0.042 | -5 | -2 | 46 | -11 | 2
CSc1nc(NCc2ccco2)c2c3c(sc2n1)CN(C)CC3 | · | · | 6 | 0.29 | 18 | -37 | -30 | · | -3
CC(=O)Nc1ccc(NC(=O)COC(=O)Cc2cccs2)cc1 | -9 | -2 | 7 | -0.33 | -3 | -27 | -182 | -19 | -1
COc1ccc(C(C(=O)NC2CCCC2)N(C(=O)c2snc(-c3ccc(F)cc3)c2N)c2ccc(OC)cc2)cc1 (stereo unspecified) | -10 | -5 | -20 | 1 | -18 | -10 | -2 | 1 | 1
CCOC(=O)N1CCN(C(=O)COc2ccccc2OC)CC1 | -3 | -20 | 2 | 1 | 0 | -8 | -10 | -4 | -3
O=c1cc(O)nc(SCc2ccc(Cl)cc2)[nH]1 | 52 | -1 | 5 | 0.86 | -6 | -16 | -7 | -7 | 3
Cc1c(Br)cc(C(=O)O)c(C)c1C | -3 | 2 | -2 | 1.3 | -7 | 0 | -46 | -5 | 6
(next part)
SMILES | F-actin modifier | VCAM1 TNFa inh | Ecoli WT expand | DAT uptake mod | PLK1 inh | PLK1 PBD inh | HUVEC tox IL1B | TNFa cytotox | sEH inhibitor
Cc1cc(C)n(CC(=O)n2nc(C)cc2C)n1 | 2 | 2 | 0 | -1.1 | -12 | -2 | -8 | -10 | 2
COc1ccc(-c2nc(C)c(C(C)=O)n2O)cc1OC | -6 | 30 | 2 | 1.7 | -11 | 7 | -14 | -7 | 11
COc1ccc(-n2nnnc2-c2cnc3cc4c(cc3c2C)OCO4)cc1 | -5 | 10 | 6 | -1 | -15 | -2 | 54 | -1 | -3
COc1cccc(C(=O)NC2(C(F)(F)F)N=C3SCCN3C2=O)c1 (stereo unspecified) | · | 20 | -2 | 1.4 | -4 | 14 | -22 | -8 | -8

3 entries from above, arranged by the number in PLK1 inh, ascending.
SMILES	F-actin modifier	VCAM1 TNFa inh	DAT uptake mod	PLK1 inh	PLK1 PBD inh	sEH inhibitor
COc1ccc(-n2nnnc2-c2cnc3cc4c(cc3c2C)OCO4)cc1	-5	10	-1	-15	-2	-3
Cc1cc(C)n(CC(=O)n2nc(C)cc2C)n1	2	2	-1.1	-12	-2	2
COc1ccc(-c2nc(C)c(C(C)=O)n2O)cc1OC	-6	30	1.7	-11	7	11

By substructure, the compounds so far with a Cl atom.
SMILES | F-actin modifier | VCAM1 TNFa inh | Ecoli WT expand | DAT uptake mod | PLK1 inh | PLK1 PBD inh | HUVEC tox IL1B | TNFa cytotox | sEH inhibitor
Clc1ccc(OCCN2CCCCC2)c(Cl)c1 | 0 | 14 | 13 | 0.092 | 0 | 22 | · | -29 | -3
CCOc1cccc2c1OC1(C)CC2NC(=O)N1c1cccc(Cl)c1 (stereo unspecified) | -12 | 17 | 6 | -0.19 | -6 | 15 | -15 | -6 | ·
O=C(NCc1ccccc1)c1cccc(COc2ccc(Cl)cc2)c1 | 23 | -9 | -10 | 0.61 | -2 | 6 | -10 | -4 | 8
CCCCOCCCNC(=O)/C=C/c1ccccc1Cl | 20 | 8 | · | -0.62 | -8 | 33 | -16 | -31 | 39
COC(=O)C1CSC(C(=O)OC)N1C(=O)Nc1ccc(Cl)cc1 (stereo unspecified) | -17 | 4 | 2 | -0.47 | -11 | -4 | 25 | 8 | -12
CCn1c(Sc2ccc(N)cc2Cl)nc2ccccc21 | 9 | -11 | 11 | 0.042 | -5 | -2 | 46 | -11 | 2
O=c1cc(O)nc(SCc2ccc(Cl)cc2)[nH]1 | 52 | -1 | 5 | 0.86 | -6 | -16 | -7 | -7 | 3

Compound activity (PubChem)
